Screens deposited in PubChem BioAssay by several laboratories.
RAM network inh – blocks the yeast RAM network | S. cerevisiae dse1pr::URA3 reporter, 5-FOA growth OD615, 2 d; analog-sensitive cbk1-as2 kinase mutant strain | inhibition, % at 50 µM | 1.8% of 190,000 active | AID 868;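 active = inhibition above a set limit, 3 SD over mean compound inhibition, cut at about 8.4% in these data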;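 note: 0% = DMSO-only wells with no growth and 100% = 10 µM 1-NA-PP1 full growth; inhibition rescues growth on 5-FOA so higher OD means more RAM inhibition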
Hsp70 act – Hsp70 transcriptional activation, primary screen | 0.04% of 200,000 active | HeLa Hsp70 promoter luciferase reporter, luminescence; scaled: vehicle 0, proteasome-inhibitor control 100% | activation, % at 10 µM | AID 1203;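 active = activation above the mean across all tested compounds plus 3 SD, cutoff set per campaign, cut at about 5.5% in these data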;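 note: 100% = MG132 at 30 µM as the positive control and 0% = DMSO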
STAT3 activator – activators of IL-6 induced STAT3 signaling; U3A cells, IL-6 STAT3-luciferase reporter, luminescence; 100% = signal with IL-6 EC80 alone; activation (% of control), % at 5.6 µM; 0.91% of 190,000 active;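 active = activation above the screen-wide mean of compound activation plus 3 SD, cut at about 130% in these data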;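 note: 0% = background luminescence of wells with medium and substrate only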
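Test system: STAT3-luciferase reporter U3A cells; Detection: reporter luminescence signal; Times: 1 h compound pre-exposure, 6 h IL-6 stimulation, 37 °C; Benchmarks: IL-6-only high control; Also added: IL-6 stimulus at 33 ng/mL final.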
APP 5'UTR act – activates APP 5'UTR luciferase reporter; 1% of 190,000 active; activation, % at 2 µM; SH-SY5Y APP 5'UTR luciferase reporter, luminescence; zero percent = DMSO vehicle wells; AID 1276;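 active = activation above a set limit, based on mean plus 3 SD of controls, cut at about 140% in these data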; note: values of inactives mirror those of a sister screen read the other way
FLuc inh counter – counter-screen for luciferase assay inhibitors: firefly luciferase inhibition; P08659; ATPLite firefly luciferase biochemical luminescence, 10 min; inhibition, % at 10 µM; 1.5% of 200,000 active;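 active = inhibition above about 50% when tested at 10 µM, limit read from the data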
Target sequence (P08659 whole entry, looked up): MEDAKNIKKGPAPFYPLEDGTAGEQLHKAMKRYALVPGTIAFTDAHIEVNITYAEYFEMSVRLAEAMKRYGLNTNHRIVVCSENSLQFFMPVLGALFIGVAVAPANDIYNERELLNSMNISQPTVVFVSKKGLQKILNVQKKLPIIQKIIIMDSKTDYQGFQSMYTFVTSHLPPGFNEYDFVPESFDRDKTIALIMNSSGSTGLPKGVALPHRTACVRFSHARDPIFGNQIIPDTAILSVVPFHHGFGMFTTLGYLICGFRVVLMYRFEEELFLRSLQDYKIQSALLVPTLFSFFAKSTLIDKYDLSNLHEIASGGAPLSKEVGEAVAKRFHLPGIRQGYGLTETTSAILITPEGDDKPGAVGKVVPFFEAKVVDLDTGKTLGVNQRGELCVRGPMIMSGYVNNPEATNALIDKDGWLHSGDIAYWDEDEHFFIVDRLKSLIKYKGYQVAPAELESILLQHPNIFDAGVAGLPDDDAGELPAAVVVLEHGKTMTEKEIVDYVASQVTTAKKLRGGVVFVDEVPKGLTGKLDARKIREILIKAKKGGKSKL
STAT1 activator – STAT1 signaling activation. 2.6% of 200,000 active. NIH 3T3 STAT1-luciferase reporter, IFN-gamma, luminescence; 100% = IFN-gamma alone, no compound. activation (% of control), % at 5.5 µM. AID 932;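 active = activation above the screen-wide mean activation plus 3 SD, cut at about 130% in these data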;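 note: raw ratio to IFN-gamma control signal so 100% means no change and 0% no light; values of inactives mirror those of a sister screen read the other way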
APP 5UTR inh – APP translation inhibition | 0.82% of 190,000 active | inhibition, % at 2 µM | SH-SY5Y APP 5'UTR-luciferase reporter, luminescence;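 active = inhibition above a set limit, derived from the sample mean plus 3 SD, cut at about 45% in these data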; note: values of inactives mirror those of a sister screen read the other way
STAT1 blocker – inhibitors of IFN-gamma induced STAT1 signaling; 0.35% of 200,000 active; NIH 3T3 STAT1-luciferase reporter, luminescence; inhibition, % at 5.5 µM;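 active = inhibition above a set limit, the mean inhibition across all tested compounds plus 3 SD, cut at about 34% in these data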;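 note: 0% = IFN-gamma with DMSO and 100% = IFN-gamma with 300 µM nifuroxazide; values of inactives mirror those of a sister screen read the other way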
NF-kB neuron act – raises NF-kB expression in human neuronal cells. NF-kB reporter expression; hits give high values. fold change at 12.5 µM. 1.6% of 190,000 active. AID 1239; in the data active = fold change above about 3.3
STAT3 blocker – STAT3 signaling inhibition; U3A cells, IL-6 STAT3-luciferase reporter, luminescence; host cell line lacks STAT1; inhibition, % at 5.5 µM; 0.89% of 190,000 active;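 active = inhibition above the mean inhibition across all screened compounds plus 3 SD, cut at about 44% in these data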;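 note: 0% = DMSO only wells and 100% = 100 µM nifuroxazide control wells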
The depositor's hits bear a star; x = not tested or not shown. Hits appear at their usual frequency; overall some 7.7% were active at least once.

SMILES	RAM network inh	Hsp70 act	STAT3 activator	APP 5'UTR act	FLuc inh counter	STAT1 activator	APP 5UTR inh	STAT1 blocker	NF-kB neuron act	STAT3 blocker
COc1ccc(CCN2C(=O)CC(Cc3cccc(C)c3)C2=O)cc1OC (stereo unspecified)	0.0	-0.5	101	10	-4	92	-10	6	1.3	2
Cc1nnc(NC(=O)C(C)Oc2ccc3c(C)cc(=O)oc3c2)s1 (stereo unspecified)	0.9	-0.1	102	-5	0	92	5	9	0.64	1
COc1ccccc1NC(=O)c1cccc(NC(=O)c2ccco2)c1	-0.5	-0.1	87	12	-3	101	-12	-3	0.69	19
CCN(CC)C(=O)Cn1c(=O)n(Cc2ccccc2Cl)c2c1c(=O)n(C)c(=O)n2C	x	0.3	97	-11	x	98	11	3	x	5
Cc1ccc(C)c(Nc2ncccc2C(=O)NCc2cccs2)c1	1.5	-0.4	111	-5	-3	103	5	-1	0.9	-17
CC1=CC(C)(C)Nc2ccc(OC(=O)CN3C(=O)c4ccccc4C3=O)cc21	1.5	-0.4	88	-42	-2	86	42	15	0.22	18
COc1cccc(C(=O)NC2CCSC2=O)c1 (stereo unspecified)	0.8	-0.1	95	-26	-1	84	26	18	0.98	8
O=C(Nc1cccc(Cn2cccn2)c1)c1cc2c(s1)CCCC2	7.7	0.2	103	96	9	122	-96	-24	0.99	1
CSc1nc2nc(-c3ccccc3)cc(=O)n2[nH]1	0.7	-0.5	101	11	38	98	-11	2	1.4	4
CC(C)N(C(=O)CN1C(=O)C(=O)c2ccccc21)c1ccccc1	0.7	0.1	100	-1	-10	108	1	-11	1	2
Cc1nnc(SCC(=O)OC2CC(C)CCC2C(C)C)[nH]c1=O (stereo unspecified)	6.0	-0.3	100	10	1	108	-10	-9	1.1	7
Cc1ccccc1Cn1cc(NC(=O)CCCn2nc([N+](=O)[O-])cc2C)cn1	2.5	-0.1	95	-27	-6	98	27	0	1.1	12
COc1ccc(OCC(O)Cn2c(Br)nc3c2c(=O)[nH]c(=O)n3C)cc1 (stereo unspecified)	2.7	0.3	100	-1	-6	93	1	8	0.59	4
O=C(O)c1ccccc1P(=O)(c1ccccc1)c1ccccc1	0.1	0.0	97	-27	-9	102	26	-2	1.1	8
Cc1ccc(OCCN2CCN(C)CC2)c([N+](=O)[O-])c1	1.8	-0.2	93	1	-2	95	-1	5	0.95	10
Cc1ccc(Nc2nc(NCCCN3CCOCC3)nc(N)c2[N+](=O)[O-])cc1	0.0	-0.4	85	-19	-4	97	19	5	1.2	16
CCOc1ccccc1N(CC(=O)O)S(=O)(=O)c1ccc(C)cc1	-0.7	0.8	100	18	-2	98	-18	-1	1.1	3
Cc1cc(C(=O)CN2C(=O)NC3(CCCc4ccccc43)C2=O)c(C)n1Cc1ccco1 (stereo unspecified)	2.6	-0.2	97	-7	2	100	7	0	1.1	4
CCC(C)(C)NC(=O)C(c1cccn1C)N(C(=O)Cn1nnc2ccccc21)c1ccc(F)cc1 (stereo unspecified)	3.9	-0.6	101	0	-1	99	0	1	0.94	2
CCn1c(CNC(=O)c2cccc(C)c2)nnc1SCC(=O)NC1CCCCC1C (stereo unspecified)	0.4	0.0	104	3	-3	103	-3	-3	1.1	0
C=CCNS(=O)(=O)c1sccc1/C=N/O	-0.1	0.0	91	-7	-1	100	7	0	1.2	12
CCOc1cccc(/C=C/C(=O)O)c1	-1.0	0.0	96	-9	-7	100	10	0	x	11
CCOC(=O)c1cnn(-c2c(Cc3ccccc3)c(C)nc3c(-c4ccccc4)c(C)nn23)c1N	5.4	-0.2	99	-1	-3	95	1	5	1.5	2
Cn1c(=O)[nH]c(=O)c2c1nc(N1CCOCC1)n2CCc1ccccc1	1.0	-0.3	99	-12	-6	102	12	-3	1.2	6
Cc1ccc(C(=O)Nc2nnc(-c3ccncc3)s2)o1	3.7	-0.4	97	-7	11	85	7	14	1.2	8
Cc1c(NC(=O)c2ccc3c4c(cccc24)CC3)c(=O)n(-c2ccccc2)n1C	2.0	0.0	93	x	1	97	x	3	0.82	14
Cc1ccc2oc(-c3ccc(C)c(NC(=S)NC(=O)c4cccs4)c3)nc2c1	4.1	-0.1	113	222*	12	154*	-222	-59	3.4*	-21
Nc1c(C(=O)NCc2ccccc2)sc2nc3c(cc12)C(=O)CCC3	8.0	-0.3	105	22	-5	115	-22	-16	1	-3
N#C/C(=C(/O)C(Cl)c1ccccc1)c1nc2ccccc2s1 (stereo unspecified)	4.0	0.8	87	16	-2	110	-16	-11	1.2	16
COc1cc(CNCCc2ccccc2F)ccc1OCc1ccc(Cl)nc1	-0.3	-0.3	93	5	-4	100	-5	0	1.2	7
C=CCOC(=O)Nc1ccc(Cl)cc1NC(=O)OCC=C	3.6	-0.4	104	-7	-6	89	7	12	0.89	-2
COC(=O)c1ccc(NC(=O)Cn2nnc3ccccc32)cc1	1.8	0.1	103	63	-2	134*	-63	-37	2.5	2
O=S(=O)(NCCOc1cccc2cccnc12)c1ccc(F)cc1	-0.4	-0.6	94	1	-4	105	-1	-6	0.99	9
Cc1ccc(NC(=O)CN2C(=O)S/C(=C\c3ccc(-c4cccc(C(=O)O)c4C)o3)C2=O)cc1C	3.6	-0.3	103	8	8	102	-8	-4	0.97	-2
Cn1ccnc1C(O)c1ccccc1 (stereo unspecified)	0.9	0.2	105	-10	-2	96	10	3	1.1	0
CC1CN(CCCCOc2ccc3ccccc3c2)CC(C)O1 (stereo unspecified)	0.1	-0.5	99	17	-4	100	-17	0	1.1	4
O=S1(=O)CC/C(=N/Nc2ccc(C(F)(F)F)cn2)c2cc(F)ccc21	5.5	-0.2	82	-24	-1	106	24	-7	0.95	26
NC(=O)Nc1ccc(C(=O)OCC(=O)NC2CCCCC2)cc1	0.8	-0.1	105	6	-6	110	-6	-10	0.96	3
CCOC(=O)CSc1nnc(-c2cccnc2)n1C	-0.5	-0.4	101	7	-9	97	-7	1	1	0
COc1cc2c(cc1OC)CN(C(=O)C1(c3ccccc3)CC1)CC2	3.6	0.2	98	0	-2	102	0	-2	1.1	3
CCNC(=O)/C(C#N)=C/c1c(N2CCN(Cc3ccc4c(c3)OCO4)CC2)nc2c(C)cccn2c1=O	2.4	-0.5	94	-4	-4	95	4	5	0.35	10
N=C1C(c2ccccc2)=C(O)CN1c1ccc2c(c1)OCO2	1.9	-0.5	94	6	3	107	-6	-8	1.3	11
O=C(CN1CCSCC1)N/N=C/c1ccccc1F	1.9	-0.3	104	x	0	88	x	4	1.1	-4
CSc1ccc(/C=N/n2c(C)nnc2C)cc1	1.4	-0.3	101	-10	-9	88	10	11	1.2	0
Cc1nc2ccccc2nc1N1CCCCC1	0.3	0.6	97	-4	9	102	4	-2	1	10
COC(=O)c1ccccc1NC(=S)N(Cc1ccc2c(c1)OCO2)Cc1cc2cccc(C)c2[nH]c1=O	5.6	-0.4	108	-29	-2	105	29	-6	0.37	-15
O=C(N/N=C/c1c[nH]c2ccccc12)c1ccn[nH]1	1.3	0.0	116	15	34	111	-15	-13	1.2	-11
O=C(COC(=O)c1c2c(nc3ccccc13)/C(=C\c1cccs1)CCC2)Nc1ccccc1	3.1	-0.3	97	-28	-7	97	28	6	1.1	2
COc1ccc(CNC(=O)CS(=O)CC(=O)O)cc1OC (stereo unspecified)	0.1	-0.3	101	-23	2	103	23	-4	1.1	6
COCCNC(=O)CCCn1c(=O)c2ccccc2n(CC(=O)NCCC2=CCCCC2)c1=O	0.9	0.1	102	-17	-7	104	17	-5	0.84	4

An excerpt of these results, with bars between the fields:
molecule | RAM network inh | Hsp70 act | STAT3 activator | APP 5'UTR act | FLuc inh counter | STAT1 activator | APP 5UTR inh | STAT1 blocker | NF-kB neuron act | STAT3 blocker
COCCNC(=O)CCCn1c(=O)c2ccccc2n(CC(=O)NCCC2=CCCCC2)c1=O | 0.9 | 0.1 | 102 | -17 | -7 | 104 | 17 | -5 | 0.84 | 4
COc1ccc(CNC(=O)CS(=O)CC(=O)O)cc1OC (stereo unspecified) | 0.1 | -0.3 | 101 | -23 | 2 | 103 | 23 | -4 | 1.1 | 6
COC(=O)c1ccccc1NC(=S)N(Cc1ccc2c(c1)OCO2)Cc1cc2cccc(C)c2[nH]c1=O | 5.6 | -0.4 | 108 | -29 | -2 | 105 | 29 | -6 | 0.37 | -15

The results go on.
SMILES	RAM network inh	Hsp70 act	STAT3 activator	APP 5'UTR act	FLuc inh counter	STAT1 activator	APP 5UTR inh	STAT1 blocker	NF-kB neuron act	STAT3 blocker
O=C(COC(=O)CN1C(=O)c2ccccc2C1=O)Nc1ncc(Cl)cc1Cl	0.6	0.0	108	-12	-1	106	12	-7	1.1	-4
O=C(CSc1ccccn1)N/N=C/c1cccc([N+](=O)[O-])c1	0.5	-0.5	101	-9	-4	101	9	-1	1.3	0
CC(C)=NNc1nc2sc3c(c2c(=O)[nH]1)CC(C)(C)OC3	0.8	-0.2	93	-23	19	89	23	14	1.1	7
Cc1ccc(C)c(NC(=S)NCCc2ccc(S(N)(=O)=O)cc2)c1	x	-0.2	104	12	x	104	-12	-4	x	0
Cc1ccc(/C=C/C(=O)N2CCCC(C)C2)cc1 (stereo unspecified)	-0.5	-0.1	82	125	75*	168*	-125	-77	4.5*	24
CC1CCN(CC(C)CNC(=O)c2cc(-c3ccccn3)nc3ccccc23)CC1 (stereo unspecified)	-0.5	-0.3	99	-14	-6	97	14	3	1.1	13
CCc1cccc(NC(=O)Nc2ccc3c(c2)OCO3)c1	1.4	0.2	103	21	8	119	-21	-22	1.7	8
CCOc1ccc(CCNC(=O)COC(=O)c2ccccc2O)cc1OCC	4.3	0.1	99	1	-6	104	-1	-6	1.1	9
COc1cc(OC)c(OC)cc1CN(C)CCc1ccccn1	0.8	-0.2	101	-9	-7	96	9	5	0.96	4
COc1cnc(-c2ccccn2)nc1Sc1cccc(Cl)c1	-1.1	-0.2	87	x	-6	99	x	1	0.8	21
COc1ccc(/C=C/CN2CCN(Cc3ccc(C)cc3)C(CCO)C2)cc1 (stereo unspecified)	2.5	-0.3	103	25	-8	108	-25	-7	1	-4
COc1ccc(N(CC(=O)N2CCc3ccccc32)S(=O)(=O)c2c(C)nn(C)c2C)cc1	8.9*	-0.2	105	12	-6	96	-12	5	0.81	-1
COc1ccc(NC(=S)NCc2ccco2)cc1	0.5	-0.3	93	2	-2	102	-2	-2	1.1	15
CC1=NN(c2ccccc2)C(=O)/C1=C/C=C/c1ccc(N(C)C)cc1	4.2	0.1	104	-16	34	100	16	-1	0.98	3
CCN(CC(=O)NCc1ccc(F)cc1)CC(=O)Nc1ccccc1-c1ccccc1	-0.6	-0.4	109	0	-5	96	0	3	0.85	-8
CCNC(=O)CC1C(=O)N(c2ccc(F)cc2)C(=O)N1CCc1ccc(OC)cc1 (stereo unspecified)	0.7	0.1	103	6	-7	101	-6	-1	0.99	2
O=C(Cc1ccc(Cl)cc1)Nc1ccncc1	-0.2	0.1	58	-9	-7	77	9	23	0.88	52*
C/C(=N\NC(=O)Cc1cccc2ccccc12)c1ccncc1	0.5	-0.2	105	5	-3	98	-5	2	0.87	-6
Cc1cc(C)nc(SCc2nnc(SCC(=O)Nc3ccccc3C)n2Cc2ccco2)n1	1.6	-0.2	103	-7	-6	101	7	-2	1.2	-1
COc1ccccc1CNC(=O)C(=O)NCC1OCCN1C(=O)c1cccs1 (stereo unspecified)	0.4	-0.4	87	10	-6	97	-10	3	1.2	17
O=C1N/C(=N\c2ccccn2)SC1Cc1ccc(Cl)cc1 (stereo unspecified)	4.0	-0.1	84	-11	-11	98	11	1	2	20
